# Screening data (PubChem)
# KCNH2 WT inh – blocks the wildtype human KCNH2 potassium channel; Q12809; U2OS, BacMam KCNH2, thallium flux FluxOr; active compounds read low; activity change, % at 1.84 µM; 340,000 tested, 0.37% active;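 active = maximum activity change below -70%; inconclusive = maximum activity change between -70% and -50%; inactive = maximum activity change above -50%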; also: % is scaled to controls: 0 for no effect and ±100 for the full control effect
#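 U2OS cells were transduced with wild-type KCNH2 virus (2.03 x 10^8 / mL) for 4 h at room temperature, then cultured overnight at 37 C. Thallium flux was read with FluxOr dye. Rate constants were normalized to DMSO controls.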
# Chronic BCR inh – inhibitors of chronic active B-cell receptor signaling; ABC-DLBCL IkBa-CBG/CBR reporter, luminescence ratio, 4 h; Potency, µM (highest dose often 46.1 µM), without a hit: at the top dose ratio change, negative = lower green/red ratio, usual class: inhibitors; 340,000 tested, 0.05% active; AID 493014; active = well fitted inhibition curve with a large enough effect in the signal ratio, with a control signal flat, not every such curve was filed as active; inconclusive = small, poorly fitted or top-dose-only effect, or effect the other way, or a change in a side signal; the % refers to the signal ratio;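 also: potency is read from the fitted curve at half-maximal effect; plate controls were basal doxycycline-induced cells for no effect and cells given 10 µM MG132 for full effect; MG132 reads +100%, hits lower the ratio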
#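 Compounds up to 46 uM were incubated four hours with TMD8 cells whose green CBG68 luciferase is fused to IkappaBalpha; red CBR luminescence normalised the signal, and concentration-effect curves were fitted to fusion, red and ratio data.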
# GALK inhibitor – blocks human galactokinase activity | P51570 | Purified GALK, Kinase-Glo residual ATP luminescence | Potency, µM (series often up to 57.5 µM), without a hit: top-dose activity change, negative = inhibition, actives largely listed as inhibitors | 270,000 tested, 0.007% active | AID 1868; also: potency is read from the fitted curve at half-maximal effect; % is scaled to controls: 0 for no effect and ±100 for the full control effect
# Target sequence (P51570 whole entry, looked up): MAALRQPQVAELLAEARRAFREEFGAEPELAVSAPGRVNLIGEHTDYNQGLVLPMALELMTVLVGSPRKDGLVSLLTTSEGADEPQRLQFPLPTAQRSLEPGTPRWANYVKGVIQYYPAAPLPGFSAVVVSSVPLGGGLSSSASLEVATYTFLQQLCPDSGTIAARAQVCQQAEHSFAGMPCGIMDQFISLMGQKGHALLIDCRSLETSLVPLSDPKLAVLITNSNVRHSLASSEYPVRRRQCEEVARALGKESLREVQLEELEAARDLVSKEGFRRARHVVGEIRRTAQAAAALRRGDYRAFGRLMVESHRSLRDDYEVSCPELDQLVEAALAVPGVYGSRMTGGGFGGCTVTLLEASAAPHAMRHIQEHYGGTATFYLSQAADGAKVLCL
#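 Luminescence from leftover ATP (Ultra-Glo luciferase/luciferin) served as read-out after a 1 h room-temperature reaction of 5 nM GALK with 35 uM ATP and 100 uM galactose.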
# Giardia killer – kills Giardia lamblia | AID 540267 | 340,000 tested, 0.15% active | Giardia lamblia trophozoite viability | activity change, % at 7.66 µM, hits read low; in the data active = activity change below about -80%; inconclusive = between about -30% and that limit;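 also: parasites exposed to compound for two days anaerobically before the ATP read; % is scaled to controls: 0 for no effect and ±100 for the full control effect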
#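 Trophozoite viability was measured as ATP-dependent luminescence, read 15-30 min after reagent addition. Before that, parasites at 100 cells/well were exposed to compounds for 48 h, anaerobically, at 37 deg C.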
# MLL CXXC-DNA inh – MLL CXXC-DNA interaction inhibition; MLL-CXXC / FITC-HOXA9 DNA fluorescence polarization; Potency, µM (doses to about 115 µM), for inactives: top-dose activity change, negative = inhibition, hits mostly inhibitors; Q03164; 290,000 tested, 0.037% active; AID 2662; active = well fitted inhibition curve with a large enough effect in the polarisation, with a control signal flat, not every such curve was filed as active; inconclusive = small, poorly fitted or top-dose-only effect, or effect the other way, or a change in a side signal; inactive = no such curve, though single readings can be large or run the other way; the % refers to the polarisation; also: potency is read from the fitted curve at half-maximal effect
#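 Fluorescence polarization: 7 uM MLL-CXXC (stock) preincubated 5 min with compounds, then 50 nM fluorescein-HOX-A9 DNA (stock) added; 30 min ambient. Buffer 50 mM Tris-HCl pH 7.5, 50 mM NaCl, 1 mM DTT, 0.05% BSA.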
# AT treatment – potential ataxia-telangiectasia treatments restoring KAP-1 phosphorylation. 320,000 tested, 0.19% active. […] A-T fibroblasts, KAP-1 phosphorylation AlphaLISA; neocarzinostatin DNA damage 30 min before lysis. Potency, µM (titrated, usually from 57.5 µM), without a hit: at the top dose activation, actives largely listed as activators. AID 485349; also: potency is read from the fitted curve at half-maximal effect; % of control where 0% means no effect; nearly all actives have a fitted effect of over 45% in size
#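 hTERT-immortalized A-T patient fibroblasts ([…]), 500 cells/well in OPTI-MEM, 1% FBS, got compounds for 60 min, then NCS for 30 min at 37C. Lysates were then assayed for phospho-KAP-1 by AlphaLISA (anti-pKAP1 donor, anti-KAP1 acceptor beads), 6 hr at 25C.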
# FBPA coupling cs – counter-screen for Giardia aldolase inhibitors: coupling enzyme system; activity change, negative = inhibition, % at 58.2 µM, hits read low; 290,000 tested, 0.67% active; AID 2472; coupling enzyme system counterscreen, AmpLite Red fluorescence; in the data active = activity change below about -30%; also: % is scaled to controls: 0 for no effect and ±100 for the full control effect
#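 First, compound is pin-transferred into glyceraldehyde-3-phosphate coupling-enzyme reagent at 57.5 uM final and held 10 min at RT. Next, substrate, coupling system and AmpLite Red are added. After 20 min RT, fluorescence (525/598 nm) is read.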
# Tb PFK inh – blocks T. brucei phosphofructokinase. Potency, µM (highest dose often 57.5 µM), for the others: top-dose activity, negative = inhibition, hits mostly inhibitors. T. brucei PFK, ADP-Glo luminescence. 330,000 tested, 0.17% active. O15648;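 also: potency is read from the fitted curve at half-maximal effect; 0% = uninhibited 1x PFK enzyme wells and -100% = no-enzyme wells; nearly all actives have a fitted effect of over 60% in size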
# Target sequence (O15648 whole entry, looked up): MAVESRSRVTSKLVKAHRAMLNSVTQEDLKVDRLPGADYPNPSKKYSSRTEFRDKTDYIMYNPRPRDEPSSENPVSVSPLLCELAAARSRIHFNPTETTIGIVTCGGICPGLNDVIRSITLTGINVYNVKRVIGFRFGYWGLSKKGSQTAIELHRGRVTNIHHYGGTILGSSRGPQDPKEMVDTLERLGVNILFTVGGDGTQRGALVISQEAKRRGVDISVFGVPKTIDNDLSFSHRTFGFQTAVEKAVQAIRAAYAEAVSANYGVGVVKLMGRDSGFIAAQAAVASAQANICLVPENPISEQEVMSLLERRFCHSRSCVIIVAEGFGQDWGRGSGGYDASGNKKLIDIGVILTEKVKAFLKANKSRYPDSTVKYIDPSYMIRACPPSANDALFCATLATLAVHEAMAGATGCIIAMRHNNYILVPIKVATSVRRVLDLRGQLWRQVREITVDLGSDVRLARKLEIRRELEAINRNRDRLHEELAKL
#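 Luminescent ADP detection (ADP-Glo, two-step: ATP depletion then ADP-to-ATP conversion for luciferase) reported PFK activity after 45 min room-temperature reaction of 1.25 nM enzyme with 0.5 mM F6P and 0.1 mM ATP at pH 8.0.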
# TSHR antag – antagonists of human thyroid stimulating hormone receptor; AID 504810; P16473; TSHR-expressing cells, TSH-stimulated cAMP HTRF, 2 h; active compounds read low; 330,000 tested, 0.2% active; activity change, negative = inhibition, % at 11.5 µM;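 active = activity change below a set negative limit, meaning inhibition stronger than a set level, cut at about -70% in these data; inconclusive = activity change between two set negative limits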; also: % is scaled to controls: 0 for no effect and ±100 for the full control effect
#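 Read-out is FRET at 665 nm (cryptate excitation 337 nm) from a cryptate-tagged anti-cAMP antibody, competed by cell cAMP against cAMP-d2. Compounds are tested on freshly harvested TSHR cells challenged with 4nM TSH (EC80) for 2 hours at 37 deg C.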
# TCR activator – activators of T cell receptors. primary human leukocytes, anti-CD3, IL-2 HTRF, 48 h. Potency, µM (titrated, usually from 9.22 µM), for the others: top-dose activation of IL-2 secretion, actives largely listed as activators. 330,000 tested, under 10 active; also: % of control where 0% means no effect
#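 48 hr co-incubation of compounds, a-CD3 beads and primary human leukocytes; IL-2 quantified homogeneously by HTRF with anti-IL-2 K and d2 conjugates.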
# Active calls of the source: *; i = inactive; ? = inconclusive; · = no result given; [ ] = another dose, or the depositor's remark. Unless noted, calls follow the shape of the dose curve; as a rule, active = well fitted curve in the direction sought with a large enough effect; inconclusive = small, poorly fitted or top-dose-only effect, or another doubt; inactive = no such curve, though single readings can be large; an effect the other way counts as inactive or inconclusive.
SMILES,KCNH2 WT inh,Chronic BCR inh,GALK inhibitor,Giardia killer,MLL CXXC-DNA inh,AT treatment,FBPA coupling cs,Tb PFK inh,TSHR antag,TCR activator
Cc1ccc(N(C(=O)C2CCC(=O)N2)C2(C(=O)NC3CCCCC3)CCCCC2)cc1 (stereo not drawn),-7,-1%,0%,-2,-3%,2%,2,-8%,2,1%
Cc1ccccc1N(CC(=O)NC1CCCC1)C(=O)CS(=O)CC(=O)Nc1ccc2c(c1)OCO2 (stereo not drawn),11,0%,-1%,13,-3%,0%,-1,-7%,-3,·
CC(=O)N1CCn2c3c(c(=O)c4cc(C)ccc42)CCC31 (stereo not drawn),1,?,-2%,12,11%,4%,-42*,-2%,-5,3%
COc1cccc(C(=O)NCCOc2cc(C)cc(C)c2)c1,43,?,-3%,10,-5%,11%,0,0%,7,2%[46.1 µM]
COc1ccc(NS(=O)(=O)c2cccc(C(=O)NCC(c3ccco3)N3CCCCC3)c2)cc1 (stereo not drawn),8,0%,·,14,·,6%,·,-1%,-6,-1%
COc1ccc(C2CC(=O)C(C(c3ccc(O)cc3)C3C(=O)CC(c4ccc(OC)cc4)CC3=O)C(=O)C2)cc1 (stereo not drawn),·,7%,-6%,·,?,19%,15,2%,-13,·
COc1ccc(N2CCN(C3CCCN(C(=O)CSC)C3)CC2)cc1 (stereo not drawn),-6,0%,3%,-4,-1%,1%,2,6%,7,-1%
CCc1nnc2sc(-c3ccc(NC(=O)c4ccc5c(c4)OCCO5)cc3)nn12,7,-1%,-2%,19,4%,-1%,5,1%,-3,3%
CCOc1cc(C(=O)Nc2cc3c(cc2N2CCOCC2)n(C)c(=O)n3C)cc(OCC)c1OCC,4,-1%,1%,32[activator],2%,4%,0,1%,-9,3%
COc1ccc2c(c1)CCCC2NS(=O)(=O)OCC(Cl)(Cl)Cl (stereo not drawn),3,8%,·,-24,2%,5%,1,-2%,-12,-4%
O=C(Cc1ccccc1)NCc1n[nH]c(=S)n1-c1ccc(Br)cc1,0,5%,1%,9,5%,-7%,2,3%,17,-1%
OCC[C@@H]1C[C@H](O)[C@@H](O)[C@@]2(OCCCc3ccccc32)O1,-4,9%,·,-10,-7%,1%,1,4%,-8,1%
COc1ccc(-c2csc(CCn3nc(C)cc3C)n2)cc1,7,3%,-1%,-4,7%,7%,-2,0%,-1,4%
CCOc1ccc([C@@H]2CC=C(C(=O)O)CN2S(=O)(=O)c2ccc(C)cc2)cc1,-33,10%,·,?,·,14%,·,-10%,-14,6%
CN(C)CCCNc1ncnc2c1cnn2Cc1ccccc1Cl,13,0%,-3%,-2,0%,-4%,2,12%,1,-5%
CC1=CC(C)(C)[N+](C)(C)c2ccc(C)cc21,5,4%,-4%,-10,-2%,2%,4,1%,20,-6%
COc1cc(NC(=O)c2cccs2)c(OC)cc1NC(=O)Cc1ccccc1,-6,12%,0%,8,1%,0%,0,3%,-2,6%
CCN(CC)S(=O)(=O)c1cccc(C(=O)N/N=C/c2c(C)nn(-c3ccccc3)c2Cl)c1,4,3%,·,7,-4%,3%,-1,0%,-11,-6%[46.1 µM]
COC(=O)CC1C(=O)NCCN1C(=S)Nc1cccc(C(F)(F)F)c1 (stereo not drawn),-5,-10%,-1%,12,0%,-1%,1,-3%,5,-3%
CC1CN(C2CCN(C(=O)COc3ccccc3)CC2)CC(C)O1 (stereo not drawn),6,0%,-1%,-8,-10%,-6%,0,0%,12,0%[46.1 µM]
CCOc1ncc(S(=O)(=O)N2CCN(CC)CC2)cc1C(=O)O,12,-8%,6%,-8,?,4%,0,2%,2,2%
Cc1noc2ncnc(N3CCCC3)c12,1,0%,-3%,4,17%,-1%,4,-2%,0,5%
O=C(/C=C/c1ccco1)NC1=NCCS1,-4,0%,-2%,-2,-1%,-14%,0,-1%,6,-6%[46.1 µM]
Cc1ccc(NC(=O)c2sc3ncnc(N4CCN(c5ccccn5)CC4)c3c2C)c(C)c1,-73*,?,1%,4,6%,2%,-2,3%,0,6%
CCCCn1c(N)c(N(CCC(C)C)C(=O)CC2CCCC2)c(=O)[nH]c1=O,-3,4%,·,2,·,18%,·,0%,3,5%
C=CCNC(=O)CC(=O)N/N=C/c1cccs1,6,1%,10%,4,4%,2%,0,-1%,-6,4%
CN1C(=O)CC(c2ccccc2)CC1=O,-5,-1%,·,-1,·,-1%,·,-12%,1,7%
CCc1ccccc1NC(=O)CN1C(=O)c2ccccc2S1(=O)=O,-2,-11%,-1%,-10,11%,-8%,0,-6%,12,-16%
Oc1cccc2c(NC(=S)Nc3ccc(SC(F)F)cc3)cccc12,7,·,1%,8,-1%,-2%,-43*,-1%,8,1%[46.1 µM]
CCOC(=O)C1CSC(CC(=O)Nc2ccc(OCC)cc2)C(=O)N1 (stereo not drawn),2,0%,1%,3,8%,-3%,1,0%,-2,-4%[46.1 µM]
Cc1cc(C)c(S(=O)(=O)Nc2ccccc2C(=O)N2CCCC2)c(C)c1,-1,3%,0%,23,2%,3%,-4,-2%,5,-5%
O=C(c1cccc(Oc2c(Cl)cccc2[N+](=O)[O-])c1)N1CCCCC1,i,12%,2%,14,-10%,4%,1,0%,4,-3%
Cc1ccc(N=C(N)N=C(N)N)c(C)c1,-2,1%,-1%,-4,-3%,-10%,2,0%,3,-4%
CSc1cccc(NC(=S)N2CCC(N(C)C(C)C)CC2)c1,3,-1%,-3%,15,9%,0%,3,-2%,11,-4%
Cc1ccccc1C1NC(c2ccccc2C)C([N+](=O)[O-])C(C)(C)C1[N+](=O)[O-] (stereo not drawn),5,4%,12%,1,6%,-7%,1,-8%,-2,9%
Cc1cc(C)cc(COn2ccnc2)c1,-14,·,2%,0,-1%,·,2,·,·,4%
Cc1ccc(OCC(=O)N/N=C\c2ccc(C)o2)c([N+](=O)[O-])c1,11,17%,-1%,8,-1%,-1%,3,2%,1,·
C=CCNc1nc(Nc2cc(Cl)ccc2OC)nc(OC)n1,-13,-9%,-5%,-3,1%,13%,2,2%,14,-2%
CCC(=O)N1CCNC(=O)C1CC(=O)Nc1ccc(C)c(Cl)c1 (stereo not drawn),2,-2%,2%,5,4%,0%,0,-6%,2,3%
CN(C(=O)CSc1nnc(-c2c[nH]c3ccccc23)o1)C1CCS(=O)(=O)C1 (stereo not drawn),i,-14%,11%,-11,7%,6%,-1,1%,9,-1%

# Reformatted with bars between the fields: entries from further up
SMILES | KCNH2 WT inh | Chronic BCR inh | GALK inhibitor | Giardia killer | MLL CXXC-DNA inh | AT treatment | FBPA coupling cs | Tb PFK inh | TSHR antag | TCR activator
CCOC(=O)C1CSC(CC(=O)Nc2ccc(OCC)cc2)C(=O)N1 (stereo not drawn) | 2 | 0% | 1% | 3 | 8% | -3% | 1 | 0% | -2 | -4%[46.1 µM]
Cc1cc(C)c(S(=O)(=O)Nc2ccccc2C(=O)N2CCCC2)c(C)c1 | -1 | 3% | 0% | 23 | 2% | 3% | -4 | -2% | 5 | -5%

# More structures
SMILES,KCNH2 WT inh,Chronic BCR inh,GALK inhibitor,Giardia killer,MLL CXXC-DNA inh,AT treatment,FBPA coupling cs,Tb PFK inh,TSHR antag,TCR activator
Cc1c(N(C(=O)Nc2ccccc2)C2=NCC(C)S2)c(=O)n(-c2ccccc2)n1C (stereo not drawn),3,0%,-2%,3,-4%,-8%,4,-3%,8,-23%
CCOc1ccccc1NC(=O)CN1C(=O)COc2ccc(Cl)cc21,1,4%,3%,-22,4%,2%,5,4%,14,-2%
CC(=O)c1c(N2CCOCC2)nc2ccc(Cl)cc2c1-c1ccccc1,6,-1%,0%,6,-1%,-19%,5,3%,-16,-4%
Cc1nc2sc(C(c3ccc(Cl)cc3)N3CCN(C(=O)c4ccco4)CC3)c(O)n2n1 (stereo not drawn),-11,4%,0%,15,-5%,3%,2,-1%,1,2%
S=c1[nH]nc(-c2cccs2)n1/N=C/c1cn(-c2ccccc2)nc1-c1ccc(Cl)cc1,-4,0%,-1%,3,-10%,18%,0,2%,-13,-8%
OC(COc1ccc2c(c1)OCO2)CN1CCCCC1 (stereo not drawn),-7,0%,-1%,7,6%,3%,1,-1%,1,-11%
CCOc1ccccc1CNC(=O)CCc1cn(C)c2ccccc12,-1,?,3%,3,-11%,7%,0,-6%,-5,1%
CC(Sc1nncn1C)C(=O)Nc1ccc(N2CCCCC2)cc1 (stereo not drawn),-1,10%,·,-11,·,-2%,·,0%,0,7%
COCCNC(=O)Nc1ccc2nc(C)sc2c1,0,8%,0%,3,1%,0%,3,2%,-4,1%[46.1 µM]
CC(=O)Nc1ccc(S(=O)(=O)NC2CCCCCC2)cc1,-15,2%,6%,-1,0%,7%,2,-9%,2,1%
Cc1ccc(S(=O)(=O)Cc2ccc(C(=O)NCc3cccs3)o2)cc1,-5,?,3%,-4,9%,·,4,-2%,5,9%
